FBPA Giardia inh – qHTS Assay for Inhibitors of Fructose-1,6-bisphosphate Aldolase from Giardia Lamblia; A8B2U2; hit rate 0.71% among 290,000; purified Giardia FBPA; Potency, µM (highest dose often 59.6 µM), inactives show at the top dose activity, negative = inhibition, usual class: inhibitors; AID 2451, 2010; further: potency means the concentration at half of the fitted maximal effect; nearly all actives have a fitted effect of over 55% in size
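40 nM FBPA preincubated 10 min at RT with compound (up to 57.5 uM final), then substrate plus GAPDH/TPI/NAD/arsenate coupling and diaphorase/resazurin added. Fluorescence read after 20 min at RT, 525/598 nm.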
Sm TGR inh – qHTS Assay for the Inhibitors of Schistosoma Mansoni Peroxiredoxins; Schistosoma mansoni thioredoxin glutathione reductase (TGR), Q962Y6; purified TGR, DTNB reduction, TNB absorbance 405 nm; Potency, µM (top dose mostly 114 µM), without a hit: top-dose activity change, negative = inhibition, hits mostly inhibitors; hit rate 3% among 360,000; further: potency means the concentration at half of the fitted maximal effect; nearly all actives have a fitted effect of over 60% in size
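Kinetic colorimetric format: TGR-catalysed, NADPH-driven DTNB reduction monitored via TNB absorbance. Enzyme dispensed at 20 nM; compound exposure 15 min at room temperature before reaction start.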
AmpC detergent – qHTS Inhibitors of AmpC Beta-Lactamase (assay with detergent) | hit rate 0.041% among 370,000 | AID 485294, 2010 | AmpC hydrolysis of nitrocefin, absorbance 480 nm, 0.01% Triton | Potency, µM (highest dose often 114 µM), without a hit: at the highest dose activity change, negative = inhibition, usual class: inhibitors;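 further: potency means the concentration at half of the fitted maximal effect; 0% = no-compound wells and -100% = no-enzyme wells; nearly all actives have a fitted effect of over 25% in size; some results filed as inactive show a strong effect at the top dose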
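20 mM phosphate pH 7.0 + 0.01% (detergent screen) or 0.0001% Triton X-100; 5.3 nM AmpC reagent; cpd preinc 15 min RT; nitrocefin (800 uM stock) to start; A480 q20 s × 4 min; Activity was normalised to no-enzyme and no-compound control wells.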
AmpC inh no detg – qHTS Inhibitors of AmpC Beta-Lactamase (assay without detergent). AmpC nitrocefin hydrolysis, absorbance 480 nm, 0.0001% Triton. Potency, µM (doses to about 57.1 µM), inactives show at the top dose activity change, negative = inhibition, usual class: inhibitors. hit rate 0.52% among 330,000. AID 485341, 2010;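 further: potency means the concentration at half of the fitted maximal effect; plate controls were no compound for no effect and no enzyme for full effect; nearly all actives have a fitted effect of over 20% in size; some results filed as inactive show a strong effect at the top dose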
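AmpC (5.3 nM in the dispensed reagent) in 20 mM phosphate pH 7.0 with 0.01% (detergent screen) or 0.0001% Triton X-100 was preincubated with compounds for 15 min at room temperature. Nitrocefin was then added from an 800 uM solution, and hydrolysis was followed at 480 nm.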
HCMV antiviral – qHTS Assay for inhibitors of the human cytomegalovirus (HCMV) | HFF cells, HCMV-luciferase reporter, 72 h; active compounds read low | activity change, negative = inhibition, % at 57.5 µM | hit rate 4.5% among 410,000 | AID 1259415, 2018; in the data active means activity change below about -60%; inconclusive means no clear call, values can overlap the other calls; inactive means above about -39%
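Steps: HFFs plated, 16 h 37C; compounds added; HCMV-luciferase added to MOI 1 PFU/cell; 72 h 37C; OneGlo reagent, 5 min room temperature; luminescence read, normalized to controls.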
HCV inhibitor – qHTS Assay for Inhibitors of Hepatitis C Virus (HCV); Huh7.5.1 HCVcc-Cre infection, luciferase reporter, 44 h; Potency, µM (titrated, usually from 41.8 µM), inactives show top-dose activity change, negative = inhibition, usual class: inhibitors; hit rate 3.4% among 340,000; AID 651820, 2012; further: potency means the concentration at half of the fitted maximal effect
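Cells (1,000/well) were plated 4 h before compound, then infected with HCVcc-Cre virus (~0.5 moi). After 44 h further culture, infection was read as luciferase luminescence following a 15 min substrate incubation at room temperature.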
Starred values were filed as active, the others as inactive; ? = inconclusive; · = not tested or not shown; & = joins results of further samples; [ ] = remark or other dose. Unless noted, the call rests on the fitted dose curve; in most records, active means well fitted curve in the direction sought with a large enough effect; inconclusive means small, poorly fitted or top-dose-only effect, or another doubt; inactive means no such curve, though single readings can be large; an effect the other way counts as inactive or inconclusive. Unless noted, on the % scale 0 is the no-effect control and ±100 the full control effect.

SMILES | FBPA Giardia inh | Sm TGR inh | AmpC detergent | AmpC inh no detg | HCMV antiviral | HCV inhibitor
COc1cc(C(=O)Nc2ccc(NC(=O)C3CCCCC3)nc2)cc(OC)c1OC | 4% | 3% | -12% | -7% | -10 | ?
Cc1cc2c(cc1S(=O)(=O)CCC(=O)Nc1ccc(OC(F)(F)F)cc1)OCC(=O)N2 | · | -6% | 25% | · | 5 | ·
CS(=O)(=O)N(CC(=O)N1CCOCC1)c1cccc(Cl)c1Cl | 2% | 9% | -8% | -6% | -10 | 0%
Cc1ccc(S(=O)(=O)N2CCC(C(=O)OCc3ccc([N+](=O)[O-])cc3)CC2)cc1 | -3% | -4% | ? | -17% | 12 | 3%
O=C(CCN1C(=O)C2C3C=CC(C3)C2C1=O)N1CCN(c2ccc([N+](=O)[O-])cc2)CC1 (stereo unspecified) | 0% | 1% | -2% | 43% | -37 | ?
O=C(OC1CCCCC1)c1ccc(NC(=O)c2ccco2)cc1 | 0% | -19% | -14% | -8% | -25 | ?
O=C(Cn1cnc2c(oc3ccccc32)c1=O)N1CCCC1 | 0% | -2% | -7% | -28% | 15 | 19%
CC(C)=CCc1c2c(c3occ(-c4ccc(O)c(O)c4)c(=O)c3c1O)C=CC(C)(C)O2 | -28% | · | · | · | -29 | ?
COCCN(CC(=O)Oc1ccccc1P(=O)(OC)OC)Cc1ccccc1 | 5% | 15% | 1% | 4% | 38 | 8%
O=C(CN1C(=O)S/C(=C/C=C/c2ccccc2)C1=O)Nc1ccc(C(=O)O)cc1 | 17% | -21% | 2% | -41% | -19 | -17%
COCCNC(=O)CN1C(=O)COc2ccc(S(=O)(=O)N3CC(C)CC(C)C3)cc21 (stereo unspecified) | 6% | 5% | -13% | 2% | 5 | -8%
CCC(Oc1ccccc1)C(=O)N1CCN(CC)CC1 (stereo unspecified) | 1% | -7% | -4% | -6% | -17 | 26%
O=C(O)c1ccccc1Oc1ccc(Oc2ccccc2)cc1 | 7% | 0% | -14% | -17% | 28 | 8%
COc1ccc(Nc2nc3c(S(=O)(=O)c4ccccc4)nnn3c3ccc(Cl)cc23)cc1OC | · | -2% | 8% | · | 18 | ·
CCCc1cc(=O)oc2cc(C)cc(OCC(=O)NC3CCN(Cc4ccccc4)CC3)c12 | 1% | 5% | -11% | -9% | 26 | ?
COc1ccc(OCCC(=O)OCC(=O)NC2CCCCCCC2)cc1 | 10% | 4% | 1% | 45% | -6 | 12%
Cc1cccc(C(=O)O/N=C/c2c(Cl)n(C)c3ccccc23)c1 | 0% | 9% | 1% | -16% | -20 | 4%
CC1CCN(c2nn3c(=O)c(C(=O)NC(C)C)cnc3s2)CC1 | · | 48%[activator] | 5% | · | 21 | ·
CCn1c(=O)c(C(=O)NNS(=O)(=O)c2ccc(Br)cc2)c(O)c2ccccc21 | -10% | · | -7% | ? | -3 | 16%
CCOc1ccc2nc(NC(=O)CC3Oc4ccccc4NC3=O)sc2c1 (stereo unspecified) | 3% | -3% | 0% | -14% | ? | -20%
CC(C)CCN(C(=O)c1csnn1)C(C(=O)NC1CCCC1)c1ccc(F)cc1 (stereo unspecified) | · | -7% | 3% | 30% | 21 | 13%
COCC(=O)Nc1nnc(Cc2ccc(OC)c(OC)c2)s1 | -6% | 2% | ? | -12% | 26 | 7%
CCOc1ccc(NC(=O)c2cnc3scc(C)n3c2=O)cc1 | 0% | 2% | ? | -10% | -11 | -6%
NC(=O)C[n+]1cccc(C(=O)Nc2ccccc2)c1 | 9% | 1% | 2% | 5% | -6 | -7%
Cc1cc(C(=O)CSc2nc3ccccc3n2C)c(C)n1C | -10% | -2% | 4% | -18% | -35 | ?
Cc1cccc(C(=O)N2CCN=C2SCc2ccc([N+](=O)[O-])cc2)c1 | -4% | -2% | ? | -7% | -7 | -23%
Cc1cccc(C)c1Nc1nnc(SCC(=O)NCc2cccs2)s1 | 5% | -7% | ? | -15% | -10 | 23%
CC(=O)N[C@H]1[C@H](Oc2ccc3c(c2)CCC2C3CC[C@]3(C)C(=O)CCC23)O[C@H](CO)[C@@H](O)[C@@H]1O (stereo partly specified) | 5% | 38%[activator] | -4% | 17% | 16 | 7%
Cc1nc(NC(=O)c2ccccc2)sc1C1(C)CC(c2ccccc2F)=NO1 (stereo unspecified) | -11% | ? | 4% | -44% | -31 | ?
O=P(OC1CCS(=O)(=O)C1)(c1ccccc1)c1ccccc1 (stereo unspecified) | 12% | 4% | 2% | -16% | 17 | 11%

An excerpt of these results, with values under each structure.
Every second line gives: FBPA Giardia inh	Sm TGR inh	AmpC detergent	AmpC inh no detg	HCMV antiviral	HCV inhibitor
NC(=O)C[n+]1cccc(C(=O)Nc2ccccc2)c1
  9%	1%	2%	5%	-6	-7%
Cc1cc(C(=O)CSc2nc3ccccc3n2C)c(C)n1C
  -10%	-2%	4%	-18%	-35	?
Cc1cccc(C(=O)N2CCN=C2SCc2ccc([N+](=O)[O-])cc2)c1
  -4%	-2%	?	-7%	-7	-23%
Cc1cccc(C)c1Nc1nnc(SCC(=O)NCc2cccs2)s1
  5%	-7%	?	-15%	-10	23%
CC(=O)N[C@H]1[C@H](Oc2ccc3c(c2)CCC2C3CC[C@]3(C)C(=O)CCC23)O[C@H](CO)[C@@H](O)[C@@H]1O (stereo partly specified)
  5%	38%[activator]	-4%	17%	16	7%

(listing goes on)
SMILES | FBPA Giardia inh | Sm TGR inh | AmpC detergent | AmpC inh no detg | HCMV antiviral | HCV inhibitor
Cc1cc(C)n(-c2nncn2NC(=O)c2ccc(Cl)cc2O)n1 | ? | -12% | -7% | -13% | 1 | -22%
CC(C)C(=O)N1CCN(c2nc3ccc(Cl)cc3s2)CC1 | · | -21% | -9% | 95%[activator] | -10 | ?
Cc1ccc(C(=O)NCc2ccc(N3CCN(C)CC3)cc2)cc1C | 5% | 13% | -3% | -6% | 102 | -20%
CCCC(=O)NC(C)C(c1cccs1)N1CCN(c2ccccc2)CC1 (stereo unspecified) | 0% | 4% | 6% | 41% | 0 | ?
Cc1ccc(SCCNC(=O)c2ccc(C)c(S(=O)(=O)Nc3cccc(C)c3)c2)cc1 | 1% | 2% | 1% | -23% | -70* | -19%
COc1ccccc1-n1c(SCC(=O)Nc2ccc(F)cc2)nc2c(c1=O)SCC2 | -6% | -19% | ? | -19% | 12 | ?
CCOc1ccccc1NC(=O)n1ncc2cc(Cl)ccc21 | · | -15% | -6% | · | 36 | ·
CCOC(=O)c1ccc(NC(=O)c2oc3c(c2C)-c2nn(Cc4ccccc4Cl)cc2CC3)cc1 | · | -1% | 3% | · | 70 | ·
COC(=O)c1ccc(NC(=O)c2ccc(C)cc2)o1 | -10% | 0% | -11% | -19% | 54 | ?
Cc1cc(C)c(S(=O)(=O)N2CCN=C2c2ccccc2)c(C)c1 | 2% | 2% | 4% | 8% | -13 | 7%
CC(=O)N1CCN(c2ccc(NC(=O)c3ccc4c(c3)OCO4)cc2)CC1 | -4% | 7% | 0% | -10% | 31 | 10%
CCc1ccc(Nc2cnn(C34CC5CC(CC(CC(=O)O)(C5)C3)C4)c(=O)c2Cl)cc1 | 0% | 5% | -1% | -21% | -36 | 5%
COc1ccc(CCNC(=O)C(=O)NCCC2CCCCN2S(=O)(=O)c2cccs2)cc1 (stereo unspecified) | · | -1% | -4% | -24% | -30 | ?
CCn1c(=O)c2cc(C(=O)N(C)c3cc(C)ccc3C)sc2c2ccccc21 | · | 0% | -5% | · | 6 | ·
COc1ccc(-c2[nH]c(-c3ccc(OC)c(OC)c3)nc2SCC(=O)Nc2ccccc2)cc1 | · | -1% | 4% | · | 0 | ·
CCn1c2ccccc2c2nnc(SCC(=O)Nc3cc(C)on3)nc21 | 12% | 7% | -2% | -21% | 17 | -3%
CCOC(=O)[C@@H]1[C@H]2COc3cc(OC)ccc3[C@H]2N2C(=O)N(c3ccc(C(F)(F)F)cc3)C(=O)[C@]12C | · | · | · | -10% | -88* | ?
COc1ccc(S(=O)(=O)c2cc3cc(C(C)(C)C)cc(O)c3oc2=O)cc1 | · | -14% | -6% | · | 3 | ·
Oc1ccccc1CNCCCNCc1ccccc1O | 3% | 0% | ? | -25% | 44 | 2.8µM*
CN(C)S(=O)(=O)c1cccc(-c2nnc(-c3ccccc3)o2)c1 | 7% | 15% | 2% | 32% | -105* | -1%
C[C@H](C(=O)O)c1cccc(C(=O)c2ccccc2)c1 | ? | -2% | ? | -18% | -21 | -5%
Cc1ccc(C)c(S(=O)(=O)C(C#N)c2nc3ccccc3nc2N2CC(C)OC(C)C2)c1 (stereo unspecified) | 0% | 2% | -9% | -16% | -15 | 11%&-2%
CC1(C)NC(=O)N(CC(O)COc2ccccc2C(=O)Nc2ccccc2)C1=O (stereo unspecified) | 0% | 2% | ? | -13% | -13 | 0%&0%
O=C(Cn1cnc2c(cnn2-c2ccc(Cl)cc2)c1=O)NCCc1ccccc1 | -2% | -26% | -9% | -21% | -28 | 6%
O=C(COc1ccc(Br)cc1Br)NC(=S)N1CCCc2ccccc21 | -23% | -7% | 2% | -44% | · | -25%
COC(=O)CN1C(=O)[C@H]2[C@@H](/C=C/c3ccccc3)N3C(=O)CN(Cc4ccccc4)C(=O)[C@@]3(Cc3ccccc3)[C@H]2C1=O | 7% | 3% | -7% | 80%[activator] | 42 | 8%
CN(C)S(=O)(=O)c1ccc(-c2csc(-c3cccnc3)n2)cc1 | 0% | -8% | -5% | 0% | 0 | 4%
COc1ccc(Cl)cc1S(=O)(=O)N1CCN(C(=O)c2n[nH]c(=O)c3ccccc23)CC1 | · | · | · | -10% | 0 | ?
Cc1ccc(OCC(=O)N/N=C/c2cn[nH]c2-c2ccc(Cl)c(Cl)c2)cc1 | 1% | -29% | ? | 10% | -19 | ?
CCCC/C(O)=C1\C(=O)CC(C)(C)CC1=Nc1ccc(N)cc1 | -1% | -4% | -6% | -9% | 17 | 15%
Oc1ccccc1/C=N/n1cnnc1 | 0% | -10% | -11% | -11% | 43 | 17%
O=C(O)c1cccc(N/N=C/c2sc(N3CCOCC3)nc2-c2ccccc2)c1 | 20% | -1% | ? | -27% | -25 | 5%
Cc1c(OCC(=O)N2CCC(C(N)=O)CC2)ccc2c3c(c(=O)oc12)CCC3 | 2% | 4% | -9% | -10% | 21 | 9%
COc1ccc(CNS(=O)(=O)c2ccc(Br)s2)cc1 | -8% | -14% | 0% | -30% | 35 | -6%
CCOc1ccc(Br)c(C2(O)CC(C)N(C)CC2C)c1 (stereo unspecified) | 6% | -1% | -9% | 4% | 51 | -3%
COc1ccc(CNC(=O)CSc2nnc(C)n2-c2ccc(F)cc2)cc1 | 3% | -30% | ? | -2% | -9 | 9%
O=c1oc2ccccc2c(Nc2ccc3ccccc3c2)c1[N+](=O)[O-] | -14% | -4% | ? | -36% | · | ?
O=C(COCC(=O)NCc1ccccc1)NCc1ccccc1 | 12% | 9% | -2% | 167%[activator] | -23 | 15%
